# HCMV inh – blocks human cytomegalovirus replication; HFF cells, HCMV-luciferase reporter, 72 h; active compounds read low; activity change, negative = inhibition, % at 57.5 µM; AID 1259415; 4.5% of 410,000 active; in the data active = activity change below about -60%; inconclusive = no clear call, values can overlap the other calls; inactive = above about -39%
#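 Human foreskin fibroblasts infected with luciferase-reporter HCMV at MOI 1 PFU/cell, compounds at two doses. Luciferase measured 72 h post infection; normalized to buffer-only basal and Salinomycin (10uM) controls.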
# AmpC detergent – inhibitors of E. coli AmpC beta-lactamase with detergent. Potency, µM (doses to about 114 µM), inactives show top-dose activity change, negative = inhibition, usual class: inhibitors. P00811. AmpC hydrolysis of nitrocefin, absorbance 480 nm, 0.01% Triton. AID 485294. 0.041% of 370,000 active; active = well fitted inhibition curve with a large enough effect; inconclusive = small, poorly fitted or top-dose-only effect;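 note: potency is the fitted concentration of half-maximal effect; 0% = no-compound wells and -100% = no-enzyme wells; nearly all actives have a fitted effect of over 25% in size; some results filed as inactive show a strong effect at the top dose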
# Target sequence (P00811 whole entry, looked up): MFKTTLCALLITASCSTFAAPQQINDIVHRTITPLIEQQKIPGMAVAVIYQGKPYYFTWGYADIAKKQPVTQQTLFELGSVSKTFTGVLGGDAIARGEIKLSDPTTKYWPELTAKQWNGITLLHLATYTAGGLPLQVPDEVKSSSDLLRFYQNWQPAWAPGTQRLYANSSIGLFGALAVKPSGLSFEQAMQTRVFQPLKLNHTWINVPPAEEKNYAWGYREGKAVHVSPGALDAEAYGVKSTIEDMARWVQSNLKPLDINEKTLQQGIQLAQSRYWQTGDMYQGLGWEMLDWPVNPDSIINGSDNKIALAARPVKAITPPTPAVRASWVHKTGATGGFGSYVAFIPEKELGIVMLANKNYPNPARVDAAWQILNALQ
#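 AmpC (5.3 nM in the dispensed reagent) in 20 mM phosphate pH 7.0 with 0.01% (detergent screen) or 0.0001% Triton X-100 was preincubated with compounds for 15 min at room temperature. Nitrocefin was then added from an 800 uM solution, and hydrolysis was followed at 480 nm.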
# An asterisk follows results filed as active; ? = inconclusive. Unless noted, % is set by controls: 0 for no effect and ±100 for the full control effect.
# Results follow in this order: HCMV inh | AmpC detergent
(1) O=C(CSc1nnc(-c2cccs2)o1)Oc1ccc(Cl)cc1
  15 | -2%
(2) CCOc1ccc(NC(=O)Cn2c(=O)n(-c3cccc(OC)c3)c(=O)c3c4c(sc32)CCCC4)cc1
  6 | 27%
(3) CCOc1ccccc1CNC(=O)c1ccc(N2Cc3ccccc3Oc3ncccc32)s1
  1 | 4%
(4) Cc1cccc(N(C)C(=O)CCNS(=O)(=O)c2ccc3c(c2)CCN3C(=O)C2CC2)c1
  -8 | 2%
(5) Cc1cccc(CCNC(=O)c2ccc(CSCc3cccc(Cl)c3)o2)c1
  0 | -6%
(6) Cc1c(Cl)cccc1NC(=O)N1CCOc2ccccc21
  -23 | 19%
(7) CCCCCSc1nnc2c(n1)OC(c1ccc(C)s1)N(C(C)=O)c1ccccc1-2 (stereo not given)
  ? | 24%
(8) COc1ccccc1CNC(=O)C(=O)NCC(c1ccco1)S(=O)(=O)c1cccs1 (stereo not given)
  -3 | 0%
(9) COc1ccc(OC)c(NC(=O)CCc2c(C)nc3c(c(C)nn3C(C)(C)C)c2C)c1
  -4 | 16%
(10) O=C(Cn1c(=O)n(-c2ccccc2Cl)c(=O)c2sc3ccccc3c21)N1CCCC1
  -4 | -4%
(11) Fc1ccc(C2=CC(c3ccc(F)cc3)n3c(nc4ccccc43)N2)cc1 (stereo not given)
  64 | 5%
(12) O=S1(=O)c2ccccc2N(Cc2cccc(Cl)c2)c2ccccc21
  -6 | 22%
(13) COc1ccc(N2CCN(C(=O)C3CCN(Cc4nc(-c5ccc(Cl)cc5)oc4C)CC3)CC2)cc1
  -3 | -12%
(14) CCOC(=O)c1cc(-c2ccc(C)cc2)n(CC(=O)Nc2cc(C)ccc2C)c1C
  1 | 19%
(15) Cc1ccn2c(=O)cc(COc3ccc(NC(=O)COc4ccc(C)c(C)c4)cc3)nc2c1
  -8 | -1%

# (listing goes on)
# Results follow in this order: HCMV inh | AmpC detergent
(16) Cc1c(C(=O)N2CCC(C)CC2)c(S(=O)(=O)N(Cc2ccccc2)C(C)(C)C)c(C)n1C
  ? | 10%
(17) COc1cccc(Nc2sc(C(=O)c3ccc4c(c3)OCO4)c(N)c2S(=O)(=O)c2ccccc2)c1
  -18 | 0%
(18) COc1ccccc1CNC(=O)C(=O)NCC(c1ccco1)S(=O)(=O)c1ccc(C)cc1 (stereo not given)
  -12 | -1%
(19) CC(C)(C)C1CCc2c(sc(NC(=O)c3ccncc3)c2C(=O)Nc2ccccc2Cl)C1 (stereo not given)
  -14 | 0%
(20) CCC(C(=O)O)n1ccc2cc(S(=O)(=O)N3CCCCC3)ccc21 (stereo not given)
  -1 | 13%
(21) Cc1nc2c(-c3ccccc3)c(C)[nH]n2c(=O)c1Cc1ccc(C(C)C)cc1
  -14 | 0%
(22) CCN1CCC(N(Cc2cccc(OC)c2)C(=O)Nc2ccc(C)cc2Cl)CC1
  -15 | -7%
(23) Cc1ccc(Cn2c(SCc3ccc(C(=O)N4CCCCCC4)cc3)nc3ccncc32)cc1
  -24 | 1%
(24) Cc1cc(O)c(C(c2cccc(Cl)c2)N2CCN(c3ccccc3)CC2)c(=O)n1Cc1ccco1 (stereo not given)
  14 | 23%
(25) O=C(Nc1ccc(NC(=O)c2cccs2)cc1)c1cccc(Br)c1
  -22 | 15%
(26) CCCNS(=O)(=O)c1cc(-c2nnc3c4ccccc4c(C)nn23)ccc1OC
  ? | 18%
(27) CCOc1ccc(NC(=O)c2oc3ccccc3c2NC(=O)C2CCCCC2)cc1
  2 | 7%
(28) COc1ccc(C2C(=O)N(C3CCC(C)CC3)CC(=O)N2C2CCCCC2)cc1OC (stereo not given)
  ? | 7%
(29) COC(=O)c1ccc(NC(=O)C(C)Sc2nc(=O)cc(N)n2CCc2ccccc2)cc1 (stereo not given)
  6 | 0%
(30) Cc1cccc(Cn2c(CNS(=O)(=O)c3ccc(C(C)C)cc3)nc3cccnc32)c1
  -18 | 2%

# Gathered by group, the entries above with four or more nitrogen atoms (7)
# Results follow in this order: HCMV inh | AmpC detergent
(7) CCCCCSc1nnc2c(n1)OC(c1ccc(C)s1)N(C(C)=O)c1ccccc1-2 (stereo not given)
  ? | 24%
(9) COc1ccc(OC)c(NC(=O)CCc2c(C)nc3c(c(C)nn3C(C)(C)C)c2C)c1
  -4 | 16%
(13) COc1ccc(N2CCN(C(=O)C3CCN(Cc4nc(-c5ccc(Cl)cc5)oc4C)CC3)CC2)cc1
  -3 | -12%
(23) Cc1ccc(Cn2c(SCc3ccc(C(=O)N4CCCCCC4)cc3)nc3ccncc32)cc1
  -24 | 1%
(26) CCCNS(=O)(=O)c1cc(-c2nnc3c4ccccc4c(C)nn23)ccc1OC
  ? | 18%
(29) COC(=O)c1ccc(NC(=O)C(C)Sc2nc(=O)cc(N)n2CCc2ccccc2)cc1 (stereo not given)
  6 | 0%
(30) Cc1cccc(Cn2c(CNS(=O)(=O)c3ccc(C(C)C)cc3)nc3cccnc32)c1
  -18 | 2%

# New compounds follow:
# Results follow in this order: HCMV inh | AmpC detergent
(31) CCOC(=O)CC(NC(=O)c1cc2cc(Cl)ccc2oc1=O)c1ccc(C)cc1 (stereo not given)
  -8 | -1%
(32) COc1cc(OC)cc(C(=O)NCCc2csc(-c3ccc(C(F)(F)F)cc3)n2)c1
  -35 | -1%
(33) Cc1ccc(S(=O)(=O)c2cn(Cc3ccccc3F)c3cc4c(cc3c2=O)OCO4)cc1
  -4 | 7%
(34) COCCn1c(-c2ccccc2)c(C)n2c3c(=O)n(C)c(=O)n(C)c3nc12
  -34 | 2%
(35) CCOC(=O)c1ccc(NC(=O)c2c(NCc3cc(OC)ccc3OC)sc3c2CCC3)cc1
  -12 | 2%
(36) CN(C)CCNC(=O)c1ccc2c(c1)N(Cc1c(F)cccc1Cl)C(=O)c1ccccc1S2
  ? | -3%
(37) Cc1cc(C)c(S(=O)(=O)Nc2cc(Cl)c3oc4c(c3c2)C(=O)CCC4)cc1C
  9 | -10%
(38) Cc1ccc(N(CC(=O)Nc2cc(C)ccc2C)S(=O)(=O)c2c(C)noc2C)cc1
  -17 | 1%
(39) CCCc1nc2sc3c(N4CCCCC4)ncnc3c2c2c1CCCC2
  -39 | 6%
(40) CCCCc1nn2c(=O)cc(COC(=O)c3ccccc3NC(=O)c3ccccc3OC)nc2s1
  -8 | 12%
(41) CCC(C)NC(=O)Cn1ccc2cc(S(=O)(=O)N3CCCCC3)ccc21 (stereo not given)
  -33 | 10%
(42) Cc1nnc(NC(=O)c2cccn(Cc3ccccc3F)c2=O)s1
  33 | 1%
(43) CC1CCCCN1c1nnc(NC(=O)Nc2ccccc2F)s1 (stereo not given)
  12 | 2%
(44) CC1=C(C(=O)NCc2ccccc2F)C2(CCCCC2)OC1=O
  3 | 28%
(45) Cc1ccc(CN2CCCn3nc(C(=O)NCc4cc(C)ccc4C)cc3C2=O)cc1
  -11 | -2%

# The list goes on, overlapping the part above by two compounds.
# Results follow in this order: HCMV inh | AmpC detergent
(44) CC1=C(C(=O)NCc2ccccc2F)C2(CCCCC2)OC1=O
  3 | 28%
(45) Cc1ccc(CN2CCCn3nc(C(=O)NCc4cc(C)ccc4C)cc3C2=O)cc1
  -11 | -2%
(46) Cc1ccc(CCNc2ncnc3onc(-c4ccc(Cl)cc4)c23)cc1
  7 | 9%
(47) CCOC(=O)c1c(C)[nH]c(CCC(=O)NCc2ccc(OC)cc2OC)c1C
  -1 | 21%
(48) CCOC(=O)C1=C(C)NC(=O)NC1c1cn(-c2ccccc2)nc1-c1ccc(OCC)cc1 (stereo not given)
  -13 | 1%
(49) CCn1cc(C(=O)N2CCN(c3cc(C)ccc3C)CC2)c(=O)c2cc(S(=O)(=O)N3CCOCC3)ccc21
  -18 | -3%
(50) COc1ccc(Nc2c(-c3ccsc3)nc3nc(C)cc(C)n23)cc1
  8 | 5%
(51) Cc1cccc(NC(=O)Cn2cc(S(=O)(=O)c3ccc(F)cc3)c(=O)c3cc4c(cc32)OCO4)c1
  10 | -5%
(52) CCN(CC)S(=O)(=O)c1ccc2c(c1)N(CC(=O)NCC(C)c1ccccc1)C(=O)CO2 (stereo not given)
  ? | 19%
(53) COc1ccc(CNC(=O)C(C(C)C)N2Cc3ccccc3C2=O)cc1 (stereo not given)
  -31 | 18%
(54) CCCCOc1ccc(C2c3c(oc4ccc(C)cc4c3=O)C(=O)N2CCCN(C)C)cc1OCC (stereo not given)
  -21 | 27%
(55) COc1nc(Oc2ccc(=O)n(-c3ccccc3)n2)nc(N(C)C)n1
  16 | -7%
(56) CCOC(=O)c1c(NC(=O)CS(=O)(=O)c2ccc(C)cc2)sc2c1CCCCC2
  ? | -6%
(57) COC(=O)c1ccccc1NC(=O)N1CCC(N2CCN(Cc3ccc(F)cc3)C(=O)C2=O)CC1
  5 | -5%
(58) CCOC(=O)c1c(C)[nH]c(C)c1S(=O)(=O)N1CCC(C(=O)N2CCN(c3cccc(C)c3)C(C)C2)CC1 (stereo not given)
  -95* | 3%
(59) COc1ccc(Cl)cc1NC(=O)C1CCN(S(=O)(=O)c2ccc3c(c2)CC(C)N3C(C)=O)CC1 (stereo not given)
  -63* | 14%
(60) O=C(CSc1c2c(nc3cc(Cl)ccc13)CCCC2)N1CCN(c2ccccc2F)CC1
  -31 | -4%

# The last four entries of the part above open the next one:
# Results follow in this order: HCMV inh | AmpC detergent
(57) COC(=O)c1ccccc1NC(=O)N1CCC(N2CCN(Cc3ccc(F)cc3)C(=O)C2=O)CC1
  5 | -5%
(58) CCOC(=O)c1c(C)[nH]c(C)c1S(=O)(=O)N1CCC(C(=O)N2CCN(c3cccc(C)c3)C(C)C2)CC1 (stereo not given)
  -95* | 3%
(59) COc1ccc(Cl)cc1NC(=O)C1CCN(S(=O)(=O)c2ccc3c(c2)CC(C)N3C(C)=O)CC1 (stereo not given)
  -63* | 14%
(60) O=C(CSc1c2c(nc3cc(Cl)ccc13)CCCC2)N1CCN(c2ccccc2F)CC1
  -31 | -4%
(61) Cc1ccc(N2CCN(C(=O)c3c(C)oc4ncn(CC(C)C)c(=O)c34)CC2)c(C)c1
  2 | 18%
(62) CCc1c(C)nc2nncn2c1Nc1ccc(Cl)cc1
  ? | 16%
(63) CCOc1cc2c(cc1OCC)C(CC(=O)OC)N(C(=O)Nc1cc(C)cc(C)c1)CC2 (stereo not given)
  -23 | 6%
(64) COc1ccc(C(=O)Nc2nnc(S(=O)(=O)N3CCN(c4ccc(C)cc4)CC3)s2)cc1
  16 | 5%
(65) COc1ccc(OCC(=O)N2CCN(CCc3ccncc3)CC2)cc1
  20 | 22%
(66) COc1ccc(CC(=O)Nc2nc3c(s2)CC(C(C)(C)C)CC3)cc1 (stereo not given)
  29 | -3%
(67) Cc1noc(-c2ccc(N3CCCCC3)c([N+](=O)[O-])c2)n1
  60 | 18%
(68) Cn1c(=O)c2sccc2n2c(CCC(=O)NCc3ccc(F)cc3)nnc12
  6 | 1%
(69) COc1ccc2cc(CNc3ccccc3)c(=O)n(CC(=O)Nc3ccc(C(C)=O)cc3)c2c1
  -7 | 4%
(70) CCc1cccc(-n2nnc(-c3nsc(NC(=O)c4cccc(OC)c4)n3)c2C)c1
  ? | -1%
(71) COc1ccc(S(=O)(=O)NCCc2csc3nc(-c4ccc(OC)c(OC)c4)nn23)cc1C
  54 | 2%
(72) Cc1ccc2c(=O)cc(C(=O)Nc3c(C(=O)c4ccc(F)cc4)oc4ccccc34)oc2c1C
  1 | 4%
(73) COc1ccccc1C(=O)N(Cc1nc(-c2cccc(C)c2)no1)C(C)C
  -12 | 18%
(74) Cc1c(NC(=O)C(C)(C)Oc2ccc(Cl)cc2)cccc1-c1nc2ccccc2o1
  -28 | -3%
(75) COc1ccc(/C=C/c2nc(C#N)c(NCCc3ccccc3)o2)cc1OC
  18 | 0%

# Further results follow:
# Results follow in this order: HCMV inh | AmpC detergent
(76) O=C(CCCn1c(=O)c2cccn2c2ccccc21)Nc1cccc(Cl)c1
  -70* | -3%
(77) CNC(=O)c1ccc(Nc2nnc(-c3ccc(C)c(S(=O)(=O)N4CCOCC4)c3)c3ccccc23)cc1
  0 | 10%
(78) Cc1cc2nc(NC(=O)c3ccc(S(=O)(=O)N4CCOCC4)cc3)sc2cc1C
  4 | 17%
(79) Cc1ccc(CN2CCC(CNC(=O)Nc3c(C)cccc3C)C2)cc1 (stereo not given)
  -5 | 1%
(80) CCOC(=O)c1ccc(NC(=O)C(C)Sc2nc(=O)cc(N)n2CCc2ccccc2)cc1 (stereo not given)
  2 | 0%

# Screening data: PubChem BioAssay, National Center for Advancing Translational Sciences (NCATS)

# These rows are one share of the data; the hit share may differ from the screen's.
